# Insulin prom inh = TRM-6 insulin promoter activity inhibition | hit rate 0.9% among 130,000 | AID 1273 | TRM-6 cells (human fetal islet line), insulin promoter-eGFP reporter, imaging; reporter expression induced with tamoxifen | inhibition, % at 2 µM;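 active means inhibition above the mean plus 3 SD, with well images judged a real hit on visual review, cut at about 60% in these data, passing the limit was not always enough; inconclusive means inhibition over the cutoff but images rejected on review; inactive means inhibition not above the cutoff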
# SDO1 yeast rescue = sdo1-depleted yeast growth rescue; S. cerevisiae sdo1-depleted JHY4D growth rescue, OD600 30 h; stronger effect = higher value; pdr5 snq2 efflux-pump mutant strain; hit rate 0.21% among 140,000; z-score at 10 µM;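 active means z-score above 3 at both the 24 hr and the 30 hr optical density reads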;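 further: z-score against mean and SD of all compound wells on the same plate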
# SDO1 yeast rescue Rescue 24 h = also measured in SDO1 yeast rescue; calls as there; z-score; S. cerevisiae sdo1-depleted JHY4D growth rescue, OD600; measured here: growth rescue at 24 h;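 0 is the plate mean of compound wells and units are plate SD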
# The depositor's hits bear a star; i = inactive; ? = inconclusive; / = not tested or not shown. This is a subset (hit frequency here may not be typical).
# Order of results – Insulin prom inh, SDO1 yeast rescue, SDO1 yeast rescue Rescue 24 h
- Cc1ccc(C(=O)Nc2ccc3c(c2)OCO3)cc1
    -5.4, -0.34, -0.52
- CCOC(=O)N1CCN(C(=O)CSc2ccc(-c3cccnc3)nn2)CC1
    66.7, /, /
- O=C(O)c1csc(-c2cccs2)n1
    45.5, /, /
- CCCCCn1c(SCC(=O)OC)nc2c1c(=O)[nH]c(=O)n2C
    /, 0.72, 0.67
- Cc1ccc(C)c(NC(=O)c2cc(=O)c3ccccc3o2)c1
    16.7, -0.17, -0.33
- O=c1cc(-c2ccccc2F)oc2ccccc12
    -20.0, -0.55, 0.24
- COC(=O)c1ccc(COc2ccc(/C=N/O)cc2OC)o1
    23.1, /, /
- Cn1c(=O)n(C)c2cc(NS(=O)(=O)c3ccc(F)cc3)ccc21
    -39.5, /, /
- O=C(Nc1ccc2c(c1)OCCO2)C1CCN(C(=O)c2ccc(Cl)cc2)CC1
    3.1, -0.04, -0.31
- O=C(c1ccc(F)cc1)C1CCN(S(=O)(=O)c2ccccc2)CC1
    -28.6, /, /
- Cc1nc2ccc(NS(=O)(=O)c3ccc(F)cc3)cc2s1
    13.3, /, /
- Cc1ccc(-n2sc3ccccc3c2=O)cc1
    /, -2.19, -1.93
- N#CCC(=O)Nc1cc(C(F)(F)F)ccc1N1CCOCC1
    -88.2, /, /
- CC(=O)N1CC(c2ccccc2)C(c2ccc(Cl)cc2)=N1 (configuration not stated)
    /, 0.03, 0.39
- O=S(=O)(Cc1ccc(Cl)cc1)N1CCN(Cc2ccccc2)CC1
    33.3, 0.79, 0.81
- CCCC(=O)OCCNc1cc(SCc2ccco2)c2nonc2c1[N+](=O)[O-]
    36.5, -0.58, 0.11
- CCOC(=O)Cc1csc(NC(=O)CSc2nnnn2-c2ccc(C)c(C)c2)n1
    51.4, -0.71, -0.87
- CCCCCCC1C(C#N)=C(N)OC2=C1C(=O)CC(C)(C)C2 (configuration not stated)
    /, -0.89, -0.85
- CC(C)(C)NC(=O)NC(=O)COC(=O)CNS(=O)(=O)c1ccc(Br)cc1Cl
    0.0, /, /
- Fc1ccccc1COc1ccccc1/C=N/Nc1nc(N2CCCC2)nc(N2CCCC2)n1
    17.2, 0.08, 0.35
- C=CCN(C(=O)Cn1ncc2c1-c1cc(C)ccc1OC2)c1ccccc1
    /, -0.83, -0.83
- CCC1(CC)NC(=S)N(Nc2ccccc2)C1=O
    -34.2, 0.15, -0.98
- Cc1cc(Cl)ccc1NC(=S)NCc1ccccc1
    4.3, 0.37, 0.87
- COc1ccc(N2CCN(c3oc(COc4ccc(Cl)cc4)nc3C#N)CC2)cc1
    /, -1.04, -0.74
- COc1ccc(CCNC(=O)c2ccc3c(=O)n(Cc4ccco4)c(=S)[nH]c3c2)cc1OC
    38.5, -1.37, -0.72
- CC(C)(C)c1ccc(-c2n[nH]c(=S)n2C2CCCC2)cc1
    -22.2, -1.07, 0.03
- C/C(=C\C(=O)c1ccc(Br)cc1)NCc1ccccc1
    -58.3, -1.89, -1.25
- Nc1ccc2oc(CCc3ccccc3)nc2c1
    -50.0, -0.47, -1.02
- CC(NC(=O)C1CCC(CNc2c(N3CCOCC3)c(=O)c2=O)CC1)c1ccccc1 (configuration not stated)
    /, 0.7, 0.9
- CC(=O)c1ccc(NC(=O)C(C)N(C)CC(=O)Nc2ccc(N3CCOCC3)cc2)cc1 (configuration not stated)
    -73.3, /, /
- CCOC(=O)Cc1csc(NC(=O)CSc2cc(Cl)ccc2Cl)n1
    11.1, -0.45, -0.59
- O=C(NC(Nc1ccccn1)C(Cl)(Cl)Cl)c1ccccc1 (configuration not stated)
    29.4, /, /
- Cc1ccc(C)c(-n2c(CNc3ccc(F)cc3)nnc2SCC(N)=O)c1
    /, 0.49, 0.56
- COc1ccc(/C=N/NC(=O)c2cc(-c3ccc4c(c3)OCO4)n[nH]2)cc1OC
    /, -0.81, -1.45
- Cc1cc(C(=O)COC(=O)CC2Sc3ccccc3NC2=O)c(C)n1-c1ccccc1 (configuration not stated)
    0.0, -0.34, 0.18
- CC(C)(CO)NS(=O)(=O)c1ccc2c(c1)oc(=O)c1cc(S(=O)(=O)NC(C)(C)CO)ccc12
    -28.2, 0.17, 0.15
- CC1CCN(C(=O)c2ccc(-n3cnnn3)cc2)CC1
    -345.7, 0.72, -0.3
- Cc1cc(SC(C)C(=O)Nc2c(C)n(C)n(-c3ccccc3)c2=O)nc2ccccc12 (configuration not stated)
    2.8, -0.34, -0.78
- CC(C)CC(=O)Nc1cc(NC(=O)CC(C)C)cc(C(=O)NC(C)(C)C)c1
    -37.0, 1.2, -0.02
- CCC(C)(C)n1nnnc1C(c1ccc(C)cc1)N1CCC(C)CC1 (configuration not stated)
    20.0, -0.75, -0.06
- Cn1cccc1Cc1nnc(SCC(=O)NC2CCCCC2)n1CCc1ccccc1
    /, -0.62, -0.64
- O=C(Cn1nc(Cc2ccncc2)c2ccccc2c1=O)N1CCN(C(=O)c2ccco2)CC1
    /, 0.75, -0.03
- CCOC(=O)CSC1=N/C(=C\c2cc(OC)c(OC)c(OC)c2)C(=O)N1C
    3.0, 0.71, 1.62
- CC(C)(C)CNc1cc(N2CCOCC2)ccc1[N+](=O)[O-]
    -95.0, /, /
- CCOC(=O)N1CCC(NC(=O)c2ccc(CS(=O)(=O)c3ccccc3C)o2)CC1
    /, 0.83, 0.22
- O=C(CCc1ccccc1)Nc1cc(C(F)(F)F)ccc1Cl
    /, -0.42, -0.26
- CCOC(=O)CSc1nnc(-c2ccco2)n1-c1ccccc1
    /, 0.81, 0.03
- CSc1ccccc1NC(=O)Nc1cccc(Cl)c1C
    -21.4, /, /
- Cc1ccc2cc(CCNC(=O)CC(C)(C)C)c(=O)[nH]c2c1C
    /, 0.13, -0.14
- O=C(Cn1c(=O)oc2cc(S(=O)(=O)N3CCCC3)ccc21)NCc1ccccn1
    /, 1.56, 1.35
- Cn1cc(CC(=O)NCCCN2CCOCC2)c2ccccc21
    63.6, /, /
- COc1ccc(OC)c(-c2nnc(-c3ccc(C)o3)o2)c1
    12.9, -0.49, -0.19
- Cn1c(CCNC(=O)c2ccccc2)nc2cc(NC(=O)c3ccco3)ccc21
    63.6, 1.73, 1.75
- Cc1ccc(CSc2nnc(-c3ccccc3N)c(=O)[nH]2)cc1
    8.6, -1.67, -1.33
- C=CC(O)Cc1c(C)n[nH]c1C (configuration not stated)
    76.9*, -0.03, -1.15
- CCOC(=O)N1CCN(C(=S)NCCOC)CC1
    -84.6, 0.99, 0.95
- O=C(NN1C(=O)/C(=C/c2cccs2)SC1=S)c1ccccc1
    /, -0.54, -0.71
- CC(C)CNC(=O)NC(=O)CSc1nc2ccccc2n1CC(C)C
    -18.6, -0.36, 0.03
- CCOCCC(=O)Nc1cc(Cl)ccc1OC
    3.3, 0.2, -0.14
- O=C(CCC(=O)c1cccs1)NC(c1ccccc1)c1ccccc1
    2.6, -0.72, -1.21

# More entries:
# Order of results – Insulin prom inh, SDO1 yeast rescue, SDO1 yeast rescue Rescue 24 h
- CCN1CCc2nc(NC(=O)CC(c3ccccc3)c3ccccc3)sc2C1
    0.0, 1.03, 2.48
- Cc1ccc(CCNC(=O)Cn2cccc2)cc1
    -44.4, -0.2, -1.08
- CC(C)COC(=O)C1[C@H]2C(=O)N(Cc3cccs3)C[C@]23C=C[C@H]1O3 (some centres not stated)
    13.5, -0.29, -1.27
- CCOC(=O)N1CCN(C(=O)CSc2ccc(-c3ccc(OC)cc3)nn2)CC1
    -2.9, /, /
- COCCn1c(SCC(=O)N2CCCCC2)nc2cccnc21
    22.2, -0.12, -0.27
- CC1CCN(C2=NC(=O)/C(=C/c3cn(-c4ccccc4)nc3-c3cccc(S(=O)(=O)N(C)C)c3)S2)CC1
    /, 0.55, 1.7
- CCC(c1nnc(SCC(=O)N2CC(=O)Nc3ccccc32)n1Cc1ccccc1)N(C)C (configuration not stated)
    /, 0.38, 0.38
- Cc1cc[n+](CCC(=O)O)c2ccccc12
    26.7, 1.32, 1.54
- Cc1cccc(OCc2nnc(SCC(=O)N3c4ccccc4CC3C)n2C)c1C (configuration not stated)
    -115.4, -1.38, -0.35
- Clc1ccccc1OCc1nc(-c2ccccn2)no1
    -63.9, -0.41, 0.37
- C=CCNC(=O)c1cc2nc(C3CC3)cc(C(F)F)n2n1
    19.2, 0.74, 0.38
- CCCCNc1c2c3c(cccc3n(C)c1=O)C(=O)c1ccccc1-2
    -433.3, -1.31, -0.85
- C=CCN1C(=O)C(CCCC)NC1=S (configuration not stated)
    33.3, -0.1, -0.75
- Clc1ccc(-c2nc3ncccn3c2Nc2ccc3c(c2)OCCO3)cc1
    -7.1, 0.58, 2.82
- COc1ccc(Nc2ccccc2)c(C)c1
    -25.3, 0.11, 0.66
- CC(C)(C)N(NC(=O)Nc1ccccc1)C(=O)c1ccccc1Cl
    /, 0.01, -0.33
- CS(=O)(=O)N1CCN(c2ccccc2NC(=O)c2cccnc2Cl)CC1
    11.1, -0.09, -0.35
- COc1ccc(C(=O)N/C(=C\c2ccco2)C(=O)NCc2cccnc2)cc1
    23.1, 0.75, 0.37
- CCCN=C1CC(C)(C)CC(=O)/C1=C(/O)CCCN1C(=O)c2ccccc2C1=O
    ?, /, /
- CC(C)=CC(=O)OCC(=O)Nc1ncc(Cl)c(C)c1Cl
    4.7, 0.41, 0.53
- CC(C)Nc1nc(NC(C)(C)C)nc(Oc2ccc(=O)n(C)n2)n1
    -28.6, /, /
- COc1ccc(C(c2sc3nc(C)nn3c2O)N2CC(C)OC(C)C2)cc1OC (configuration not stated)
    60.0, 0.51, 1.39
- O=C(O)/C=C/C(=O)NCc1cn(-c2ccccc2)nc1-c1cccc(Br)c1
    i, /, /
- CC1CCN(S(=O)(=O)c2ccc(NC(=S)NC(=O)c3ccc(Cl)cc3)cc2)CC1
    -20.0, 0.11, 0.47
- COc1cccc(NC(=O)C(=O)N/N=C/c2cc(C)n(-c3ccc(Cl)c(Cl)c3)c2C)c1
    2.7, -2.13, -1.08
- C#CCNc1c(C)c(C)nc2ncnn12
    -27.0, 1.41, 2.35
- O=C(CSc1nc2ccccc2c(=O)n1NC(=O)c1ccccc1)c1ccccc1
    0.0, -0.71, -0.5
- COc1ccc(-c2nc3nc(C)cc(=O)n3[nH]2)cc1
    20.0, 0.27, -0.18
- Cc1nn(C)cc1CNC(=O)Nc1cccc(Cl)c1
    -36.7, 0.77, 0.79
- Cc1ccc2oc3nc(C)c(C(=O)Nc4cccc(C(F)(F)F)c4)cc3c(=O)c2c1
    -36.0, -0.21, 0.88
- CCN1CCN(C(=S)c2ccc(Cl)cc2)CC1
    53.3, 0.4, 0.47
- COc1ccccc1-c1cc(SC)c(C#N)c(=O)o1
    -25.8, 0.81, 0.57
- COc1ccc(CN2CCN(C(=O)C3CC(=O)N(C4CCCCCC4)C3)CC2)c(OC)c1OC (configuration not stated)
    -9.7, -0.53, -1.37
- Cc1ccc(CCCOC(=O)CN2CCCCC2)cc1
    0.0, /, /
- Cc1cccc(C)c1OCc1nnc(SCC(=O)NCc2ccccc2)o1
    -75.7, -0.66, -0.81
- CCOC(=O)N1CCC(NC(=O)c2cccc3c2C(=O)N(Cc2cccnc2)C3)CC1
    /, 1.25, 1.57
- COc1ccccc1N(C)S(=O)(=O)c1ccc(C(=O)OCC(=O)Nc2ccccc2F)cc1
    35.7, /, /
- c1ccc(-n2c(SCc3ccncc3)nnc2-c2ccco2)cc1
    50.0, 0.56, 0.5
- CNc1nc(-c2ccc3c(c2)CCN3C(=O)c2ccccc2F)c(C)s1
    20.0, /, /
- O=S(=O)(NCc1ccccc1F)NCc1ccccc1F
    -84.6, /, /
- O=c1[nH]c(=O)n(Cc2ccccc2)c2c1C(C(F)(F)F)(C(F)(F)F)N=C(c1ccco1)N2
    37.1, 0.09, -0.11
- Cc1ccccc1OCc1nnc(SCC(=O)Nc2ccc(N3CCOCC3)c(Cl)c2)n1C
    /, -1.11, -0.15
- N#CCSc1nnc(COc2ccccc2)n1-c1ccccc1
    i, -0.12, -0.49
- CC1=NN(c2ccccc2)C(=O)/C1=C/c1c(O)n(-c2ccc(F)c(Cl)c2)[nH]c1=O
    /, 1.39, 1.33
- O=C(NCCCn1ccnc1)C(Cc1ccccc1)N1C(=O)c2ccccc2C1=O (configuration not stated)
    /, 1.02, 0.64
- COc1ccc2oc(=O)c(C(=O)N3CCCc4ccccc43)cc2c1
    -24.3, -0.62, -0.04
- O=C(NCCCNCc1ccccc1)/C(=N\O)c1ccccc1
    -38.5, -0.9, -1.11
- COC(=O)c1ccsc1NC(=O)c1ccccc1
    18.2, /, /
- COC(=O)C1=C(C)Nc2nnnn2C1c1cccnc1 (configuration not stated)
    -5.6, 0.37, 0.24
- O=C(NCCc1ccccc1F)C1CCCN1S(=O)(=O)c1ccc2ccccc2c1 (configuration not stated)
    40.0, -1.65, -1.59
- CCCOC(=O)c1ccc(NC(=O)COC)cc1
    -14.8, -0.8, -0.02
- COC(=O)c1ccccc1OCC(=O)N1CCN(c2ccc(Cl)cc2)CC1
    -33.3, 0.72, 1.38
- CC(C)CNC(=O)COC(=O)c1n[nH]c2ccccc12
    26.7, /, /
- CCCCNS(=O)(=O)c1ccc2nc(SCC(=O)Nc3cc(C)cc(C)c3)[nH]c2c1
    -46.1, 0.03, -0.11
